Screening results as filed in PubChem BioAssay.
PP1 counter – blocks human PP1-alpha phosphatase, a PP5 counter-screen. P62136. AID 2235. purified PP1alpha, OMFP fluorescence. 0.9% of 320,000 active. inhibition, % at 6.7 µM;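 active = inhibition above the mean inhibition of all tested compounds plus 3 SD, computed separately for each screening campaign, cut at about 15% in these data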
CTSL1 counter – counter-screen for PFM18AAP inhibitors: inhibitors of F. hepatica cathepsin L1; recombinant F. hepatica cathepsin L1, Z-Leu-Arg-MCA fluorescence; inhibition, % at 5.96 µM; 0.49% of 300,000 active; AID 1906;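 active = inhibition above the mean of all tested compounds plus 3 SD, set per screening campaign, cut at about 17% in these data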;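 note: 0% = plate median of test compound wells and 100% = 1 µM Z-Phe-Ala-diazomethylketone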
TPT1 inhibitor – blocks Candida albicans tRNA 2'-phosphotransferase; recombinant caTPT1, FP RNA substrate dephosphorylation; 0.81% of 300,000 active; inhibition, % at 5 µM;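 active = inhibition above the mean of all tested compounds plus 3 SD, set per screening campaign, cut at about 24% in these data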;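 note: plate controls were DMSO alone for no effect and ferristatin control at 100 nM for full effect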
AHR activator – human AHR activation. 2.5% of 320,000 active. activation, % at 5 µM. AHR-responsive luciferase reporter cells, luminescence. AID 2796. P35869; in the data active = activation above about 47%;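 note: 0% = vehicle wells and 100% = reference agonist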
Target sequence (P35869 whole entry, looked up): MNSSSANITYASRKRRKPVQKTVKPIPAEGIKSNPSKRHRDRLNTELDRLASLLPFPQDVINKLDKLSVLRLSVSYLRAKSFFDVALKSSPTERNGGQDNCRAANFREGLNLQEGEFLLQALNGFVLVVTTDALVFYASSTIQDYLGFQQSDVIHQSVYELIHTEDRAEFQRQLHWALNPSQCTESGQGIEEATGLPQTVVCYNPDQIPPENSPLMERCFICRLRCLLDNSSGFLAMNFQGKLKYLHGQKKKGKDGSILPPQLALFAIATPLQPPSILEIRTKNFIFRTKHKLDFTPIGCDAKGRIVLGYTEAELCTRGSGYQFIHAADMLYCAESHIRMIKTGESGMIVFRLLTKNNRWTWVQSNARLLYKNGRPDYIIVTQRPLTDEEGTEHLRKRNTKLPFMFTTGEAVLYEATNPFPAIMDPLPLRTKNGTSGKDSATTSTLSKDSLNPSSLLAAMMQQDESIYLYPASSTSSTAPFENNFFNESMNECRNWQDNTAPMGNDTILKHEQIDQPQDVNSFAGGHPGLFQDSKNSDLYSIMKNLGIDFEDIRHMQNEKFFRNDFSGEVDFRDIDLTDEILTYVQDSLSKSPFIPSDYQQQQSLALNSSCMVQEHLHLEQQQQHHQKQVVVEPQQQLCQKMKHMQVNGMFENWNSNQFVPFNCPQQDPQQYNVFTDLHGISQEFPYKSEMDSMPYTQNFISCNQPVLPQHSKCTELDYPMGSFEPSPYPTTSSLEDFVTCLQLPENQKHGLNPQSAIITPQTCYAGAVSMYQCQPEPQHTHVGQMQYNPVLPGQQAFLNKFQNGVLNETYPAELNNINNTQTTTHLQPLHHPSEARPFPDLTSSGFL
HCV core dimer – blocks dimerization of HCV core protein; 0.33% of 300,000 active; TR-FRET GST/Flag-core106 dimerization, 1536-well; inhibition, % at 5 µM;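 active = inhibition above the mean of all tested compounds plus 3 SD, set per screening campaign, cut at about 45% in these data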
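System – GST-tagged and Flag-tagged HCV core protein residues 1-106 · Repeats – one well for each compound · Technique – TR-FRET 671 and 617 nm emission · Doses – one concentration, 5 µM, in 0.5% DMSO · Times – 4 h, 22.5 °C incubation · Also added – Eu donor and XL665 acceptor anti-tag antibodies · Measure – percent inhibition of core106 dimerization signal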
PP5 inh – blocks human protein phosphatase 5 activity; inhibition, % at 6.7 µM; purified PP5c, OMFP substrate fluorescence; P53041; 0.18% of 320,000 active;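 active = inhibition above the campaign's mean inhibition across all tested compounds plus 3 SD, cut at about 9.5% in these data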;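 note: 0% = DMSO only and 100% = 100 µM cantharidin control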
procasp3 activ – activates human procaspase-3 | 0.11% of 330,000 active | recombinant procaspase-3 D3A, Ac-DEVD-pNA absorbance 405 nm | activation, % at 8.5 µM | AID 463141;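 active = activation above the mean of all tested compounds plus 3 SD, cut at about 21% in these data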;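 note: 0% = DMSO alone and 100% = DMSO wells spiked with extra 5 µM PC-3 D3A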
Target sequence (P42574 whole entry D9A/D28A/D175A): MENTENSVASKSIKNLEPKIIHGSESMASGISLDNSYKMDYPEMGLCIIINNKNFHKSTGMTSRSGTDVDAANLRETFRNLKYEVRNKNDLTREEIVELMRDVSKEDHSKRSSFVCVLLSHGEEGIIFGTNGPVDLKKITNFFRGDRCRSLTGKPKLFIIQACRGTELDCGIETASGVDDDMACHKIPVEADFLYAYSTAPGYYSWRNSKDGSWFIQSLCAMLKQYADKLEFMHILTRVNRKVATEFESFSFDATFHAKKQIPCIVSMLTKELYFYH
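Assay system – Procaspase-3 D3A mutant, all three cleavage aspartates alanine · Controls – DMSO-only low control, 5 µM PC-3 D3A high control · Schedule – 1 h compound preincubation, 2 h substrate hydrolysis at 25 °C · Signal – 405 nm absorbance of p-nitroaniline, reads at 0 and 120 min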
PAFAH2 inh – PAFAH2 (human) inhibition | inhibition, % at 3.39 µM | AID 492956 | Q99487 | recombinant PAFAH2, FP-rhodamine activity probe, fluorescence polarization | 0.99% of 340,000 active;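 active = inhibition above the mean over all tested compounds plus 3 SD, cut at about 30% in these data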;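 note: inhibitors block probe labeling of enzyme so polarization drops; 0% = enzyme with DMSO and 100% = wells lacking PAFAH2 protein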
proCasp7 act – activates human procaspase-7, counter-screen for procaspase-3 activators; P55210; recombinant procaspase-7, Ac-DEVD-pNA absorbance 405 nm; D23A/D198A/D206A triple mutant, cannot self-cleave; scale: DMSO 0, 5 µM enzyme 100; activation, % at 8.5 µM; 0.093% of 330,000 active;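 active = percent activation above the screen-wide mean plus 3 SD, cut at about 25% in these data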
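buffer or medium = Zinc-free HEPES/NaCl buffer, pH 7.4 | material = Procaspase-7 triple mutant (PC-7 D3A) | input = 2 µM procaspase-7 mutant as dispensed | signal = Epi-absorbance of released pNA at 405 nm, two timepoints | timing = 1 h preincubation, 2 h reaction | replicates = singlicate compound testing | evaluation = % activation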
Active calls of the source: *; / = not tested or not shown.

SMILES	PP1 counter	CTSL1 counter	TPT1 inhibitor	AHR activator	HCV core dimer	PP5 inh	procasp3 activ	PAFAH2 inh	proCasp7 act
COc1cc(C(=O)NC(CCSC)C(=O)OCc2cc([N+](=O)[O-])cc3c2OCOC3)cc(OC)c1OC (stereo not drawn)	-6	-13	-1	2	3	2.0	4	5	4
O=C(NCCn1cccn1)C1CCC(=O)N(CC2CCCCC2)C1 (stereo not drawn)	0	0	1	-5	11	1.4	4	6	5
N#C/C(=C\c1ccc(-c2ccccc2)cc1)c1nc(-c2ccco2)cs1	9	-3	61*	42	39	1.3	-19	-3	-15
COCCOC(=O)C1=C(C)NC2=C(C(=O)CC(C)(C)C2)C1c1cc2c(cc1Br)OCO2 (stereo not drawn)	4	2	-1	15	8	-1.3	-1	10	12
CC1(C)CN(c2ccc(N3CC(C)(C)C3=O)cc2)C1=O	-2	-4	-5	0	0	-0.6	-3	-7	17
NNC(=O)/C(=C/c1cccs1)NC(=O)c1ccccc1Cl	-7	-8	-1	17	0	1.8	0	-1	1
Cc1ccc(N=C2NC(=O)/C(=C/c3cccs3)S2)cc1C	10	-4	30*	6	13	-4.5	-10	-14	10
Clc1ccc(-c2nnc(C34CC5CC(CC(C5)C3)C4)o2)cn1	0	2	-3	0	1	-1.8	6	-3	8
CCNC(=O)CCn1nc(-c2ccc(Cl)cc2)c2ccccc2c1=O	-3	10	-4	1	-5	-5.5	-7	0	-1
CC[N+](C)(C)c1cccc(O)c1	-17	-6	0	-3	-9	2.0	1	-14	11
CC(C)c1ccc(NC(=O)C2C3C=CC4(CN(Cc5cccnc5)C(=O)C24)O3)cc1 (stereo not drawn)	-2	-3	5	6	0	4.3	4	-4	8
COc1cc(/C=N/NC(N)=S)ccc1OCC(=O)Nc1ccc(C)cc1	1	9	4	25	2	3.3	3	-2	0

Four of the compounds above, with each value named:
COCCOC(=O)C1=C(C)NC2=C(C(=O)CC(C)(C)C2)C1c1cc2c(cc1Br)OCO2 (stereo not drawn)
  PP1 counter: 4 | CTSL1 counter: 2 | TPT1 inhibitor: -1 | AHR activator: 15 | HCV core dimer: 8 | PP5 inh: -1.3 | procasp3 activ: -1 | PAFAH2 inh: 10 | proCasp7 act: 12

CC1(C)CN(c2ccc(N3CC(C)(C)C3=O)cc2)C1=O
  PP1 counter: -2 | CTSL1 counter: -4 | TPT1 inhibitor: -5 | AHR activator: 0 | HCV core dimer: 0 | PP5 inh: -0.6 | procasp3 activ: -3 | PAFAH2 inh: -7 | proCasp7 act: 17

NNC(=O)/C(=C/c1cccs1)NC(=O)c1ccccc1Cl
  PP1 counter: -7 | CTSL1 counter: -8 | TPT1 inhibitor: -1 | AHR activator: 17 | HCV core dimer: 0 | PP5 inh: 1.8 | procasp3 activ: 0 | PAFAH2 inh: -1 | proCasp7 act: 1

Cc1ccc(N=C2NC(=O)/C(=C/c3cccs3)S2)cc1C
  PP1 counter: 10 | CTSL1 counter: -4 | TPT1 inhibitor: 30* | AHR activator: 6 | HCV core dimer: 13 | PP5 inh: -4.5 | procasp3 activ: -10 | PAFAH2 inh: -14 | proCasp7 act: 10

Going on with the list:
SMILES	PP1 counter	CTSL1 counter	TPT1 inhibitor	AHR activator	HCV core dimer	PP5 inh	procasp3 activ	PAFAH2 inh	proCasp7 act
CN1CCN(C(=O)c2cc(=O)c3cc(Cl)cc(Cl)c3o2)CC1	-3	2	1	0	-1	1.1	-1	-4	1
Cc1cc([N+](=O)[O-])ccc1NCc1ccc2ccccc2c1	-2	0	-2	1	-2	2.5	-12	-8	-3
O=c1cc(CN2CCN(C/C=C/c3ccccc3)CC2)c2cc(O)c(-c3ccccc3)cc2o1	1	4	0	3	-2	0.1	1	-10	-3
CC1CCN(C(=O)c2ccc(NC(=O)c3cccs3)cc2)CC1	-1	1	2	0	-1	-0.2	1	-2	1
NC(=S)c1c(Cl)cc(C(F)(F)F)cc1Cl	-3	2	0	0	-1	-1.8	-15	2	1
CC(Cc1cccs1)NC(=O)Nc1ccc(Cl)cc1 (stereo not drawn)	-1	-3	1	30	-2	2.5	-2	-4	-3
COc1cc(C)c2occ(/C(C)=N\O)c2c1	-1	-1	1	1	-2	2.4	3	15	6
COc1ccc(/C=C(/NC(=O)c2ccccc2)C(=O)N2CCC(C)CC2)cc1	-2	0	-1	4	8	1.2	1	-4	12
CCC/C=C(\CCC)C(NS(=O)(=O)c1ccc(C(F)(F)F)cc1)c1ccccc1 (stereo not drawn)	10	4	-1	1	4	2.9	9	/	-1
Cc1cc(C)cc(NC(=O)c2ccc(NC3=NC4CS(=O)(=O)CC4S3)cc2)c1 (stereo not drawn)	2	-5	4	6	-9	5.0	-1	-5	9
COCCN=C1N[C@@H](c2ccc(Br)cc2)C(C(=O)OC)=C(C)N1Cc1ccccc1	-2	-6	-4	-2	-23	-0.2	-2	-8	2
COCCCNS(=O)(=O)c1ccc(OC)c(Cl)c1Cl	-1	-3	1	0	-1	3.7	-3	5	15
Cc1[nH]c2ccc(C(=O)N3CCN(C)CC3)cc2c1C	0	-3	-3	2	-7	-1.2	2	3	-11
CCCN(C(=O)C1=COCCO1)c1c(N)n(Cc2ccccc2)c(=O)[nH]c1=O	-4	7	3	3	0	-0.7	3	2	7
CC(=O)c1ccc(C(=O)N2CCCC(C(=O)c3cc(F)ccc3F)C2)s1 (stereo not drawn)	0	1	1	0	-2	-0.1	2	-7	7
CC1=CC(C)(C)Nc2ccc(OC(=O)c3cccnc3)cc21	1	0	0	-14	-11	3.2	10	5	2
CCOc1ccc(CCNC(=O)CS(=O)(=O)Cc2nc(-c3ccc(OC)cc3)oc2C)cc1	-1	1	-2	0	2	1.8	-1	13	-9
CS(=O)(=O)c1sc2nc(-c3ccccc3)cc(-c3ccccc3)c2c1N	-5	3	2	4	15	-1.8	-16	-8	2
COCCN(C(=O)COC(=O)c1ccc2[nH]c(C)c(C)c2c1)c1c(N)n(Cc2ccccc2)c(=O)[nH]c1=O	-2	6	28*	0	-1	1.5	3	0	-3
COc1cccc(CN(C(=O)c2cc3ccccc3oc2=O)C2CCS(=O)(=O)C2)c1 (stereo not drawn)	0	4	-3	0	-13	0.2	2	-11	-3
Cc1cc(C)c2c(=O)n(-c3ccccc3)[nH]c2n1	-1	0	1	30	-10	1.9	4	4	6
O=C(O)CSCc1nc2ccccc2s1	5	-1	0	21	6	0.7	2	1	-1
COC(=O)CSc1nc2c(c(=O)[nH]c(=O)n2C)n1CCC(C)C	-2	4	-3	-2	-2	-3.3	-2	14	2
O=C(Nc1ccc(F)cc1F)N1CCN(C/C=C/c2ccccc2)CC1	3	2	0	-2	-3	0.3	4	9	7
CC(=O)CC(=O)Nc1cccc2c1CCCC2	-4	-1	0	0	-2	-1.1	-4	1	1
Cc1cc(=O)oc2c(C)c(OCC(=O)N(C)C)ccc12	2	2	-2	6	-7	0.7	5	-3	-5
O=C(NCc1ccco1)c1ccc2c(c1)N(Cc1ccc(Cl)cc1)CCS2	8	-1	-5	8	17	2.5	5	2	2
O=C(Nc1ccc(Oc2ccccc2)nc1)C1CCCCN1Cc1ccco1 (stereo not drawn)	-3	1	-2	0	3	-0.9	3	-2	-3
COC(=O)Cc1cc(=O)n2[nH]cnc2n1	1	0	-11	0	-5	1.4	-3	3	1
CCCCSc1nc2c(cnn2-c2ccc(F)cc2)c(=O)[nH]1	0	0	0	5	20	0.6	9	1	4
Cc1nc(CS(=O)(=O)c2ccccc2)cc(Sc2ccccc2Cl)n1	-4	-4	3	9	-2	-2.9	2	7	14
Cn1nccc1C(=O)OCC(=O)Nc1ccc(S(N)(=O)=O)cc1	1	-3	0	1	1	1.4	12	-4	1
CCN(CC)C(=O)Cn1cc(C(=O)C(=O)N2CC=C(c3ccccc3)CC2)c2ccccc21	-2	1	-3	0	10	-3.5	4	3	3
Cc1ccccc1NC(=S)NC(NC(=O)C(C)(C)C)C(Cl)(Cl)Cl (stereo not drawn)	-2	-1	-3	-1	1	-1.5	7	0	5
O=[N+]([O-])c1cc([N+](=O)[O-])c2nonc2c1Nc1ccc(O)cc1	1	1	-1	0	-8	1.4	-11	-1	-15
Cc1cccc(C)c1NC(=O)c1c[nH]c2ccccc12	1	0	-1	55*	5	-0.4	2	-4	5
Cc1csc(NC(=O)CSc2nc(=O)n(CCN(C)C)c3c2CCCC3)n1	0	3	0	-2	-3	-0.9	-3	4	2
Cc1cccc2[nH]c3c(N4CC=C(c5ccc(F)cc5)CC4)ncnc3c12	0	0	1	16	4	4.1	2	/	-4
COc1ccc(CN2CCN(Cc3csc(C(C)=O)c3)CC2CCO)c(C)c1C (stereo not drawn)	1	-2	2	-4	-7	3.4	9	-10	-2
COc1ccc(/C=C/C(=O)N2CCCc3ccccc32)cc1	0	-2	2	29	4	-2.8	-5	3	-7
CC1CN(C(=S)NC(=O)c2ccccc2)CC(C)O1 (stereo not drawn)	-3	-1	-1	3	-2	-0.3	-2	3	-8
Clc1cccc(N2CCN(CCNc3nc4ccccc4n4cnnc34)CC2)c1	0	1	-2	-2	4	3.3	1	4	11
COc1ccc(O)c(/C=N/NC(=O)CSc2nnc(C)n2-c2ccccc2)c1	0	4	0	1	0	3.3	-4	0	-9
CCOC(=O)C1(Cc2cccc(OC)c2)CCCN(C(=O)c2cc(C)on2)C1 (stereo not drawn)	-5	1	0	2	-6	0.7	3	3	7
CCn1cc(CNc2nc3nonc3nc2N2CCCCC2)cn1	-4	1	0	2	-2	-0.8	3	0	5
O=C(CN1CCCCCC1)Nc1ccc(Br)cc1[N+](=O)[O-]	-4	3	0	-1	13	0.9	4	-2	5
COc1ccc(/C=C/C(=O)c2c(O)cc(C)oc2=O)c(OC)c1	5	7	134*	26	1	1.7	-14	-2	-6
Cc1nn(CCC(=O)NNC(=S)Nc2ccc(Cl)cc2)c(C)c1[N+](=O)[O-]	-2	0	0	2	3	4.3	-9	1	-7
N#CCCN(C(=O)COC(=O)c1ccc(S(=O)(=O)N2CCCCCC2)cc1)c1ccccc1	-4	-3	-2	-1	0	1.9	4	8	0
CC(C)(C)NC(=O)Nc1cccc(Cl)c1Cl	1	-7	1	4	-2	1.7	6	3	-13
CC(=O)Nc1sc2c(c1C#N)CCC2	1	12	-2	3	3	1.1	-8	5	9
O=C(O)CCCN1C(=O)/C(=C/c2ccncc2)SC1=S	0	-1	0	-8	0	1.3	-7	1	-23
COc1ccc(C)cc1NC(=S)NNC(=O)c1c(Br)cnn1C	-2	2	-2	4	1	1.7	3	6	-9
O=C(CCn1c(=S)oc2ccccc21)N1CCN(c2ccc(F)cc2)CC1	-3	-1	-1	-1	-2	4.0	0	5	1
CC1=CC(C)C2(CO)COC(c3ccccc3O)C1C2C (stereo not drawn)	-1	-3	-1	1	-1	1.0	3	-7	10
COc1cc(-c2cc(C(=O)Nc3ccc(S(N)(=O)=O)cc3)c3ccccc3n2)cc(OC)c1OC	0	1	-4	7	7	4.3	5	-15	-2
COc1ccc(C(=O)NCCCOC(C)C)cc1OC1CCN(C(C)=O)CC1	-4	1	0	5	-3	1.9	5	11	2
O=C(CC1CS(=O)(=O)CC1CC(=O)Oc1ccccc1F)Oc1ccccc1F (stereo not drawn)	-4	-7	1	1	3	4.2	-1	3	4

This is a random part of the collection. About 5.6% of those tested had a hit in this group.
